NOD2-RIPK2 inh: NOD2-RIPK2 protein interaction inhibition | actives 0.38% (n = 360,000) | CHO BLA complementation NOD2-RIPK2, CCF4 ratio | inhibition, % at 4.98 µM | AID 624267; in the data active = inhibition above about 21%;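 also: 0% = vehicle only and 100% = reference blocker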
aDG glyco up: alpha-DG glycosylation activation. activation, % at 10 µM. Pro5-aDG cells, alpha-DG glycosylation AlphaScreen (IIH6); 0% Pro5, 100% B10-LARGE cell signal. actives 0.22% (n = 360,000);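 active = activation of at least 8% versus controls, or a plate z-score of at least 8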;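 also: Pro5 are CHO cells carrying HIG-tagged alpha-DG that lacks glycosylation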
ABCB6 inh 2: blocks the human ABCB6 transporter; K562-ABCB6 porphyrin accumulation, flow cytometry, 1 h; stronger effect = lower value; actives 0.19% (n = 360,000); fluorescence ratio to DMSO, % at 10 µM;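 active = fluorescence ratio to DMSO below 75%, the collection mean minus 3 SD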;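 also: signal is porphyrin accumulated inside mitochondria; 100% equals median channel fluorescence of DMSO control wells; lower ratio means ABCB6 inhibition with less porphyrin fluorescence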
TLR9-MyD88 block: TLR9-MyD88 interaction inhibition | Q9NR96+Q99836 | CHO BLA complementation TLR9-MyD88, CCF4 FRET ratio | inhibition, % at 4.98 µM | actives 0.21% (n = 340,000) | AID 504734;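 active = inhibition above the mean over all tested compounds plus 3 SD, cut at about 21% in these data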;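 also: 0% = DMSO only wells and 100% = clavulanate BLA inhibitor control wells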
MC4R barr agon: human MC4R agonism via beta-arrestin; P32245; U2OS MC4R beta-arrestin complementation, luminescence; percent of melanotan II response, DMSO zero; activation, % at 8.9 µM; actives 0.98% (n = 360,000);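 active = activation above a per-plate cutoff, the mean activation of sample wells on that plate plus 3 SD, cut at about 8% in these data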
Vif inh: blocks HIV Vif function; HEK293T cells, Vif self-association by quenched fluorescence, imaging, 24 h; inhibition, % at 7.49 µM; actives 0.35% (n = 340,000); in the data active = inhibition above about 50%, passing the limit was not always enough; also: some results filed as inactive read as strong as hits
Granule exo inh: blocks lytic granule exocytosis. TALL-104 LAMP-1 surface exposure, flow cytometry; cells stimulated with thapsigargin and PMA. inhibition, % at 10 µM. actives 0.66% (n = 360,000);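 active = inhibition above about 55%, limit read from the data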
Glyco luc inh: blocks N-linked glycosylation in D54 reporter cells. AID 588692. reporter increase, % at 12.5 µM. actives 0.23% (n = 360,000). D54 ERlucT glycosylation luciferase reporter, 24 h; percent of 100 nM tunicamycin response;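 active = mean luciferase reporter signal, scaled so untreated is 0 and the glycosylation-blocking control 100, at or above a set limit in every replicate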;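 also: luciferase carries N-glycosylation sites so blocking glycosylation raises the light; 0% = median of neutral control wells and 100% = median of 100 nM tunicamycin wells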
ABHD5-PLIN5 inh: ABHD5-PLIN5 protein interaction inhibition | Q00G26+Q8WTS1 | Split G. princeps luciferase complementation, luminescence, 4 h | inhibition, % at 4 µM | actives 0.78% (n = 360,000) | AID 602281;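 active = inhibition above the mean inhibition across every tested compound plus 3 SD, cut at about 22% in these data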;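 also: 0% = DMSO only wells and the 100% control is not disclosed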
Target sequence (Q00G26 whole entry, looked up): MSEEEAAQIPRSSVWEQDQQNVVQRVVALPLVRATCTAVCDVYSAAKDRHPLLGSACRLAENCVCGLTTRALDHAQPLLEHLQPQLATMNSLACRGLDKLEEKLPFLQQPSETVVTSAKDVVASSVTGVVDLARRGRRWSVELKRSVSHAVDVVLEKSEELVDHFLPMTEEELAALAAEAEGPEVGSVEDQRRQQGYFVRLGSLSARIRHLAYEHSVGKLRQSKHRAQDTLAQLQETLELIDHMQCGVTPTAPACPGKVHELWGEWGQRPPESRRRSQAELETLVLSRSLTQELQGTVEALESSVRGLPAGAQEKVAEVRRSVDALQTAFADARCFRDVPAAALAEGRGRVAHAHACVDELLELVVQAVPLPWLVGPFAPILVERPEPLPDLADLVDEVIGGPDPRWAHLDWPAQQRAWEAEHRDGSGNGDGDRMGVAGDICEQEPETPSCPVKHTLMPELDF
Target sequence (Q8WTS1 whole entry, looked up): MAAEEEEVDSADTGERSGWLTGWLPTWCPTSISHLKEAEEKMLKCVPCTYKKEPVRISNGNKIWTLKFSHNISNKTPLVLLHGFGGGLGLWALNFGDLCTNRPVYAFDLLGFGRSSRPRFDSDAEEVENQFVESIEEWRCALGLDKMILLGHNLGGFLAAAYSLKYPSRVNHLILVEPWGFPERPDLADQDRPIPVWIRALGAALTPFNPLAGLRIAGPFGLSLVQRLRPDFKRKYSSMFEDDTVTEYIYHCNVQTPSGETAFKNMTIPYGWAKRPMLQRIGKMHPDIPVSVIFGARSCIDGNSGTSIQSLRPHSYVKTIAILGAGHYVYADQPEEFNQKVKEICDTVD
MC4R antag cAMP: human MC4R antagonism in cAMP assay; P32245; MC4R-expressing cells, MTII-stimulated cAMP, LANCE TR-FRET; inhibition, % at 6.5 µM; actives 0.48% (n = 360,000);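 active = inhibition above its plate's cutoff, the mean of tested wells on that plate plus 3 SD, cut at about 29% in these data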;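 also: 0% = Melanotan II alone and 100% = Melanotan II plus saturating MCL0020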
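Assay system: human MC4R-expressing U2OS cells; reagent: Melanotan II stimulation of cells; dosing: 6.5 µM single dose; timing: compound 30 min, challenge 1 h, detection 1 h; signal: TR-FRET cAMP assay; replicates: one well per compound, no replicates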
Active calls of the source: *; nt = no result given. Only part of the results is shown, so the mix of outcomes need not match the whole.

SMILES | NOD2-RIPK2 inh | aDG glyco up | ABCB6 inh 2 | TLR9-MyD88 block | MC4R barr agon | Vif inh | Granule exo inh | Glyco luc inh | ABHD5-PLIN5 inh | MC4R antag cAMP
COc1ccc(C(C)NC(=O)c2ccc([N+](=O)[O-])cc2)cc1OC (stereo unspecified) | 5 | -0.1 | 95 | 7 | 0.8 | 7 | -6 | -1 | 2 | 5
O=C(Nc1ccc2ccccc2n1)c1ccccc1 | 9 | -0.1 | 94 | -3 | 1.1 | -7 | -13 | -12 | -7 | 2
COc1ccc(/C=N/NC(=O)CCC(=O)Nc2ccc(F)cc2)c(OC)c1 | -5 | -0.1 | 109 | -3 | 0.4 | 2 | 3 | 2 | -7 | -4
O=S(=O)(NC1c2cccc3cccc(c23)C1N1CCNCC1)c1ccc(Cl)cc1 (stereo unspecified) | 8 | 6.1 | 100 | 1 | 4.1 | -2 | 23 | 1 | 12 | 27
CC1(C(=O)O)COC(c2ccc(Cl)cc2)OC1 (stereo unspecified) | -4 | 0.2 | 97 | 8 | 2.2 | -5 | -2 | 1 | -2 | 11
COc1ccccc1C(=O)Nc1cccc2c1CCCC2 | 4 | -0.1 | 97 | -4 | 0.9 | -1 | -14 | 1 | -2 | -2
COC(=O)c1ccc2nc(-c3ccc(F)cc3)c(Cc3cccc(F)c3)n2c1 | -5 | 0.6 | 121 | nt | nt | nt | 4 | nt | -7 | nt
CCOC(=O)c1c2ccc(OCC(=O)NN)cc2n2ccccc12 | -5 | 0.2 | 102 | -4 | 0.8 | 3 | 5 | 4 | 1 | -4
CCOC(=O)CNC(=O)CSc1ncnc2c1cnn2-c1ccccc1 | -5 | -0.1 | 92 | 5 | -1.7 | 2 | 2 | -1 | 2 | 16
C[C@@]12C(=O)Nc3ccc(Cl)cc3C(=O)N1[C@H]1c3ccccc3OC[C@@H]1[C@@H]2c1ccccc1 | -8 | 0.0 | 99 | 5 | -1.5 | -14 | 1 | 28* | -11 | 2
Cc1ccc2c(CN3CCN(S(=O)(=O)c4ccccc4C(F)(F)F)CC3)cc(=O)oc2c1C | 3 | 1.0 | 98 | 0 | 0.0 | -5 | -2 | -3 | -8 | -1
CCOc1ccc(-c2nnc(SCc3nc4ccccc4[nH]3)n2N)cc1 | -9 | -0.1 | 100 | 0 | 0.4 | -5 | 0 | -1 | 2 | 20
O=C(O)CN1C(=O)/C(=C\c2ccccc2OCc2ccc(Cl)cc2)SC1=S | -7 | 0.0 | 103 | 6 | -0.7 | 3 | 1 | 0 | -14 | -2
CC(=O)Nc1ccc(C(=O)N/N=C(\C)CC(=O)Nc2ccc(OCc3ccccc3)cc2)cc1 | -12 | 0.1 | 100 | -8 | 1.1 | 2 | 2 | -2 | 3 | 8
c1ccc(-n2cnc3cc(NCc4ccccn4)ccc32)cc1 | -3 | -0.2 | 92 | 0 | 1.4 | -3 | 0 | -5 | -9 | 20
Cc1cc(NC(=O)c2oc3ccccc3c2C)ccc1-n1cnnn1 | -6 | 0.0 | 91 | -2 | 3.5 | -10 | -2 | -2 | -4 | -2
O=C(NC1CCCCC1)c1ccc(CNc2ccccc2)o1 | -1 | 0.1 | 97 | 1 | 1.6 | 3 | 0 | -3 | 1 | 2
c1cc(CCCc2ccncc2)ccn1 | -19 | 0.2 | 94 | -8 | 1.2 | 13 | 2 | -1 | 2 | 5
CCCCN(C)C(=O)Cn1c(=O)oc2cc(S(=O)(=O)N3CC(C)CC(C)C3)ccc21 (stereo unspecified) | 1 | -0.1 | 95 | -67 | 0.0 | 0 | -2 | -4 | -6 | 12
Cc1ccccc1N1CCN(S(=O)(=O)c2ccccc2)CC1 | 0 | 0.3 | 101 | 3 | 1.9 | 3 | -5 | -1 | -9 | -3
CCN(CC1CCCN(CCc2cccc(OC)c2)C1)C(=O)c1ccoc1C (stereo unspecified) | -14 | -0.1 | 94 | -10 | -3.1 | -8 | 3 | 1 | -2 | 1
O=C(Nc1cccc(F)c1)c1cccnc1NCCc1ccccc1 | -3 | -0.1 | 97 | -4 | -0.3 | 6 | -3 | -5 | 3 | -9
Cc1nnc(NC(=O)CSc2ncn(-c3ccccc3)n2)s1 | -1 | -0.3 | 107 | -7 | -2.0 | -8 | -1 | 2 | -1 | 12
CNC(=O)c1[nH]cnc1C(=O)N[C@@H](CCCCNC(=O)OC(C)(C)C)C(=O)OC(C)(C)C | -18 | 0.1 | 99 | 1 | -0.6 | -3 | 22 | 1 | -2 | 5
CCc1ccc(NC(=O)COC(=O)c2ccc(Cl)c(S(=O)(=O)N3CCCCCC3)c2)cc1 | -9 | -0.1 | 97 | 7 | -0.3 | -5 | 2 | 0 | 1 | 2
COc1ccc(Cl)cc1NC(=O)CSc1nnc(Cn2c(=O)sc3ccccc32)n1C | -7 | 0.0 | 101 | -1 | -1.7 | 1 | 4 | -1 | -8 | 3
O=C(COC(=O)c1ccccc1OCc1ccc(F)cc1)NCC1CCCO1 (stereo unspecified) | 1 | 0.1 | 96 | 4 | -2.5 | -3 | 1 | 1 | 1 | -5
COc1cccc(/C=N/NC(=O)CN(C)S(=O)(=O)c2ccccc2)c1OC | -5 | -0.1 | 96 | 3 | 2.1 | -7 | -7 | -1 | 5 | -33
CC(=O)C1=NOC(CNc2ncc(C(F)(F)F)cc2Cl)C1 (stereo unspecified) | -2 | -0.1 | 89 | -9 | -1.0 | 8 | -2 | 0 | -4 | -2
O=C(CNC(=O)c1ccco1)Nc1ccc(F)c(Cl)c1 | 5 | 0.1 | 91 | -2 | -1.2 | 0 | -6 | 0 | -3 | -4
C=CCSc1nnc(-c2ccccc2NC(C)=O)c(=O)[nH]1 | -7 | 0.0 | 94 | 2 | 2.7 | 7 | -6 | 0 | -1 | -4
CCOc1ccc2[nH]c(=O)c(CN(CC3COCCO3)C(=O)c3ccco3)cc2c1 (stereo unspecified) | 3 | 0.0 | 101 | -4 | -0.8 | 13 | -1 | -2 | 6 | -7
CC(NS(=O)(=O)c1ccc(Cl)cc1)C(=O)NCCC1=CCCCC1 (stereo unspecified) | 1 | 0.4 | 102 | 9 | 2.0 | -1 | 0 | -1 | -10 | 18
COc1ccccc1CCC(=O)OCC(=O)NCc1ccc(OC)c(OC)c1 | 6 | 2.7 | 100 | -2 | 1.5 | 2 | 3 | -1 | -1 | 17
CCOc1c(CNCCNC(=O)c2nonc2N)cccc1OC | 3 | 0.1 | 98 | 2 | -0.9 | 0 | -2 | -1 | -1 | 10
C=CCN(CC=C)S(=O)(=O)c1ccc(NC(=S)NC(=O)/C=C/c2ccc(C)cc2)cc1 | -6 | 0.5 | 97 | -1 | 0.7 | 2 | -1 | 0 | 3 | -2

A different layout for 3 compounds above:
The line under a structure holds: NOD2-RIPK2 inh, aDG glyco up, ABCB6 inh 2, TLR9-MyD88 block, MC4R barr agon, Vif inh, Granule exo inh, Glyco luc inh, ABHD5-PLIN5 inh, MC4R antag cAMP
COc1ccc(Cl)cc1NC(=O)CSc1nnc(Cn2c(=O)sc3ccccc32)n1C
  -7, 0.0, 101, -1, -1.7, 1, 4, -1, -8, 3
CCc1ccc(NC(=O)COC(=O)c2ccc(Cl)c(S(=O)(=O)N3CCCCCC3)c2)cc1
  -9, -0.1, 97, 7, -0.3, -5, 2, 0, 1, 2
COc1ccccc1CCC(=O)OCC(=O)NCc1ccc(OC)c(OC)c1
  6, 2.7, 100, -2, 1.5, 2, 3, -1, -1, 17

New compounds follow.
SMILES | NOD2-RIPK2 inh | aDG glyco up | ABCB6 inh 2 | TLR9-MyD88 block | MC4R barr agon | Vif inh | Granule exo inh | Glyco luc inh | ABHD5-PLIN5 inh | MC4R antag cAMP
Cc1cc2cc(CCNC(=O)c3ccc(S(=O)(=O)N4CCCC4)cc3)c(=O)[nH]c2cc1C | 4 | -0.3 | 93 | -21 | -0.6 | -19 | 4 | 1 | 3 | 20
CN(c1ccccc1)S(=O)(=O)c1cccc(C(=O)NCCCN2CCCC2=O)c1 | -13 | 0.0 | 103 | -6 | 0.0 | -3 | -4 | 3 | -1 | 2
Cc1ccc(C(=O)NCc2ccccc2)cc1Br | 6 | 0.0 | 97 | -1 | 0.0 | 7 | -4 | -2 | -5 | 4
C#Cc1ccc([C@@H]2C=C(C(=O)N3CCN(Cc4ccccc4)CC3)O[C@H](OCCCCO)C2)cc1 | 13 | 1.2 | 96 | -9 | -1.0 | -12 | -2 | -16 | 4 | 6
CC(C)CCNC(=O)COC(=O)c1ccc(Br)o1 | -5 | 0.0 | 94 | -2 | 1.1 | 6 | 2 | 2 | 7 | 15
O=C(NCc1ccccc1Cl)c1ccc[nH]1 | -9 | -0.2 | 100 | 8 | 2.5 | 15 | -2 | 1 | -6 | 13
COC1=C(Nc2ccc(OC)cc2)C(=O)C(OC)=C(Nc2ccc(OC)cc2)C1=O | -5 | -0.1 | 95 | -2 | -1.0 | 2 | -13 | 2 | 4 | -4
COc1cccc(N2CCN(C(=O)c3cccc(N4C(=O)NC5CC4(C)Oc4c(OC)cccc45)c3)CC2)c1 (stereo unspecified) | -2 | -0.1 | 97 | -8 | -2.4 | -3 | 6 | -1 | 15 | 12
C=CCC[C@H](Cc1ccc(F)cc1)C(=O)OC[C@H](Cc1c[nH]c2ccccc12)NC(=O)[C@@H](CC=C)CC(=O)N(CCO)Cc1ccccc1 | -6 | 0.8 | 88 | -2 | -1.4 | -3 | 21 | -4 | 0 | 10
Cc1ccc(N(C)C(=O)N2CCN(S(=O)(=O)c3ccc(C)c(C)c3)CC2)cc1 | 3 | 0.3 | 94 | -4 | 3.3 | 4 | 1 | -6 | -5 | 19
O=S(=O)(c1ccc(OCC(O)CNCc2ccco2)c(Cl)c1)N1CCOCC1 (stereo unspecified) | 2 | -0.2 | 91 | 3 | -0.5 | 15 | 0 | 0 | -3 | 4
COc1ccc([N+](=O)[O-])cc1NC(=O)C1(c2ccccc2)CCOCC1 | -3 | 0.3 | 90 | -6 | 1.8 | -1 | -4 | 0 | -1 | 10
COc1cc(C#N)ccc1OC(=O)c1cccc(S(=O)(=O)N2CCN(C)CC2)c1 | 0 | 0.1 | 102 | -2 | -0.7 | nt | -9 | 2 | 4 | 0
CCn1cnc2c([N+](=O)[O-])c(NS(=O)(=O)c3ccc(C)cc3)ccc21 | 4 | -0.2 | 104 | 0 | -1.7 | -3 | 1 | 2 | -1 | -2
CCOC(=O)[C@H](C)N1[C@H](C)[C@H](c2ccccc2)Oc2ccc(Cl)cc2S1(=O)=O | 4 | 0.7 | 99 | -2 | -0.3 | -5 | -1 | -8 | -6 | 9
COc1ccc(NS(=O)(=O)c2ccc(N3CCCCC3)c(N)c2)cc1 | -4 | 4.7 | 102 | -5 | 0.0 | -22 | -5 | -2 | -16 | 10
CC(C)N(C(=O)COC(=O)c1cccnc1Cl)c1ccccc1 | -4 | -0.2 | 91 | 3 | -0.8 | 17 | 38 | 0 | 9 | 0
Cn1cc2ccc(N)cc2n1 | -4 | -0.1 | 103 | 3 | -0.5 | 0 | 0 | 9 | -2 | 6
Cc1ccc(S(=O)(=O)N(C)C)cc1NC(=S)NCCc1ccccn1 | -11 | 0.0 | 101 | -14 | 3.2 | -3 | -2 | 0 | 1 | -4
CC1=NCC(C)c2ccccc21 (stereo unspecified) | -15 | 0.0 | 100 | 5 | 0.8 | 0 | 8 | 3 | -1 | -3
